Assay outcomes (PubChem BioAssay)
STEP block: STEP (human) phosphatase inhibition; AID 588621; recombinant STEP, OMFP fluorogenic substrate, fluorescence; P54829; inhibition, % at 20 µM; 360,000 tested, 0.25% active;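 active = inhibition at 20 µM, scaled per plate between control wells, above about 37%, limit read from the data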;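 also: 0% = DMSO with enzyme and substrate and 100% = substrate only without enzyme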
Target sequence (P54829 whole entry, looked up): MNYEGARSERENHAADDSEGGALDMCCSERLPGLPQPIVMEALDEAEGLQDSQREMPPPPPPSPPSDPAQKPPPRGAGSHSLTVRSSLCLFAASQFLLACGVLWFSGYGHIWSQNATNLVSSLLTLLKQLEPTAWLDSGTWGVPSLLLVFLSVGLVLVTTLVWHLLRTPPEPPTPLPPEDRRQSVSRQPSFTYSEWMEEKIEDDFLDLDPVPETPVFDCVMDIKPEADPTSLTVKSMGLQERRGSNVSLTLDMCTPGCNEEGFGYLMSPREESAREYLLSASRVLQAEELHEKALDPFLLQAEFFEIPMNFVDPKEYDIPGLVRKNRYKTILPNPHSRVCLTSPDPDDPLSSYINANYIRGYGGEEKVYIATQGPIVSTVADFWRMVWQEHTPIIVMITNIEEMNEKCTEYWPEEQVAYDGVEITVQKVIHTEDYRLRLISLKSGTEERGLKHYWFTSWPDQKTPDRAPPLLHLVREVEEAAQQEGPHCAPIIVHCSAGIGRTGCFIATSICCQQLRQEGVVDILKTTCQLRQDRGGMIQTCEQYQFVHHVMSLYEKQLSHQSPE
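material = STEP tyrosine phosphatase | reagent = fluorogenic phosphatase substrate OMFP at 25 µM final | doses = single compound dose of 20 µM, 1% DMSO final | schedule = 20 min reaction, room temperature, in the dark | measured by = fluorescence, 480/540 nm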
NRP1-CendR mod: NRP-1/CendR interaction modulation; FAM-RPARPAR peptide binding to NRP-1, fluorescence polarization; inhibition, % at 25 µM; 360,000 tested, 0.85% active; AID 602438;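 active = inhibition or corrected inhibition above about 18%, plus a signal ratio from 0.5 to 1.5, limit read from the data, passing the limit was not always enough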; also: strong numbers were not always called active
NadD block: blocks S. aureus nicotinate mononucleotide adenylyltransferase. 360,000 tested, 0.78% active. AID 602399. purified NadD enzyme, colorimetric absorbance read-out. inhibition, % at 20 µM; in the data active = inhibition above about 26%; also: some compounds past the cut are filed as inactive
DNMT1 block: inhibitors of human DNMT1; P26358; 360,000 tested, 0.83% active; DNMT1 molecular beacon, Hinp1I cleavage, fluorescence; inhibition (reported as % activation of signal), % at 10 µM; in the data active = inhibition above about 50%
Neddyl block: blocks human cullin neddylation | P61081+Q13564 | TR-FRET cullin neddylation, biochemical | calls only at 25 µM | 360,000 tested, 0.58% active | AID 651699; in the data active = inhibition above about 36%
TbMetRS inhib: blocks T. brucei methionyl-tRNA synthetase activity | purified T. brucei MetRS, ATP depletion, Kinase-Glo luminescence | inhibition, % at 11.9 µM | 360,000 tested, 0.4% active | AID 624268;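 active = inhibition above a per-plate cutoff of the control wells' mean inhibition plus 3 SD, cut at about 5.5% in these data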;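 also: 0% = DMSO wells median and 100% = median of wells with control inhibitor compound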
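Material: parasite MetRS enzyme / Replication: singlicate, one well per compound / Signal: luminescence of leftover ATP / Schedule: 2 h aminoacylation at 25 °C after 15 min preincubation / Medium: HEPES-MgCl2-KCl buffer plus DTT, spermine, BSA, pyrophosphatase / Doses: 11.9 µM single point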
Scp1 inh: blocks human Scp-1 phosphatase activity. Recombinant Scp1, phosphopeptide, malachite green phosphate absorbance. inhibition, % at 20 µM. 340,000 tested, 0.88% active;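 active = inhibition above about 50% at 20 µM, limit read from the data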;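 also: plate controls were DMSO wells with enzyme for no effect and wells lacking enzyme for full effect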
Target sequence (Q9GZU7 76-261 limits assumed): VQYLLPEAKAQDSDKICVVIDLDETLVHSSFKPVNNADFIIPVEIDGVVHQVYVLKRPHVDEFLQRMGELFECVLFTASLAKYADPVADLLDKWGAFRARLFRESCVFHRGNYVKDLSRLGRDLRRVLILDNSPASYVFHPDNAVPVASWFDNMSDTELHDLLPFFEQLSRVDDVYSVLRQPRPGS
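Incubation: 45 min enzyme reaction at room temperature / System: truncated SCP-1 phosphatase (76-261aa) / Reagent: Phospho 17-mer peptide substrate / Buffer or medium: Acidic Tris acetate buffer with magnesium and detergent / Signal: absorbance at 630 nm / Doses: one concentration, 20 µM, with 1.0% DMSO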
SUMO1 PPI mod: modulators of human SUMO1-mediated protein-protein interactions; P63165; SUMO1 binding to a labelled peptide, TR-FRET, 1 h; inhibition, % at 20 µM; 360,000 tested, 0.33% active; AID 602429; in the data active = inhibition above about 37%
Target sequence (P63165 whole entry, looked up): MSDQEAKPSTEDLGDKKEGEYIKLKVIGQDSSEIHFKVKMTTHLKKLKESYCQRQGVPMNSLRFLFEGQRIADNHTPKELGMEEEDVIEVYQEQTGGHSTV
SKN-1 block: blocks SKN-1 activity in C. elegans | C. elegans VP596 Pgst-4::GFP/RFP ratio, acrylamide-induced, 24 h | inhibition, % at 21.8 µM | 360,000 tested, 0.49% active;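 active = interference check ratio from 0.5 to 1.5 plus GFP to RFP signal ratio inhibition reaching or exceeding a fixed threshold, cut at about 30% in these data, passing the limit was not always enough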; also: some compounds called inactive have numbers as strong as hits
LMPTP block: LMPTP (human) inhibition; AID 651560; recombinant LMPTP-A, OMFP fluorogenic substrate, fluorescence intensity; inhibition, % at 20 µM; 360,000 tested, 0.22% active;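 active = compounds that cut the enzyme signal by at least half of the control window in the single-dose screen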;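 also: plate controls were DMSO wells with enzyme plus substrate for no effect and substrate without enzyme for full effect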
Target sequence (P24666 whole entry, looked up): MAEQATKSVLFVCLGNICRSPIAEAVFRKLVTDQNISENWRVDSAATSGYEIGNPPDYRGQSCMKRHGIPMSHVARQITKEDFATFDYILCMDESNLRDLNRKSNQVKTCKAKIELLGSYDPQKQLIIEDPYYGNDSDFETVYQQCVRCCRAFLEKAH
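Assay system: LMPTP-A, protein tyrosine phosphatase of low molecular weight / Medium: pH 6.0 Bis-Tris buffer with DTT and Triton X-100 / Schedule: 50 min enzyme reaction at room temperature, protected from light / Measured by: endpoint fluorescence intensity from OMFP dephosphorylation / Read-out basis: % inhibition relative to no-enzyme and uninhibited control wells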
Active calls of the source: *; i = inactive; nt = no result given.

smiles | STEP block | NRP1-CendR mod | NadD block | DNMT1 block | Neddyl block | TbMetRS inhib | Scp1 inh | SUMO1 PPI mod | SKN-1 block | LMPTP block
Cc1ccc(C(C(=O)NC2CCCC2)N(C(=O)Cc2cccs2)c2ccc3c(c2)OCCO3)cc1 (stereo not drawn) | -1 | 0 | -6 | 4 | i | -0.4 | 6 | 7 | 11 | 2.2
O=C(CN1C(=O)c2cccc3cccc(c23)C1=O)N1CCN(Cc2ccc3c(c2)OCO3)CC1 | -3 | -4 | 0 | -1 | i | -1.0 | -2 | -21 | -15 | 8.2
CCN(C(=O)CCS(=O)(=O)c1ccc(Br)cc1)c1ccc2c(c1)OCO2 | 0 | 11 | 4 | 0 | i | -0.6 | -2 | 2 | 9 | 0.2
COc1ccc(-n2c(SCCC(=O)O)nnc2-c2ccncc2)cc1 | -2 | 0 | 1 | 2 | i | -1.4 | -11 | -1 | 3 | -1.6
CCCN(CC(=O)Nc1ccc(NC(C)=O)cc1)CC(=O)Nc1ccc(F)c(F)c1F | 1 | 10 | 6 | -2 | i | 0.0 | 8 | 0 | 4 | 0.6
CCOc1ccc(N2C(=O)CC(n3nc(C)cc3C)C2=O)cc1 (stereo not drawn) | -3 | 2 | 6 | 1 | i | 0.0 | -4 | 2 | -10 | -1.5
CC1=C(C)CC(C(=O)NCCc2ccccc2)C(C(=O)O)C1 (stereo not drawn) | 2 | 1 | -10 | -1 | i | -0.4 | -2 | -1 | -3 | -0.3
O=C(NC1CCCC1)c1nc(-c2c(F)cccc2F)oc1-c1ccccc1 | nt | 11 | nt | nt | i | -0.2 | nt | 5 | 16 | 2.8
O=C(Nc1ccccc1N1CCCC1)c1cc(=O)[nH]c2ccccc12 | 2 | -11 | -2 | -2 | i | -0.5 | 2 | 2 | 2 | -0.9
CCc1ccc(S(=O)(=O)N2CCN(C(=O)c3cccnc3)CC2)cc1 | 1 | 3 | -5 | -1 | i | -0.5 | -2 | 0 | 11 | -0.6
COc1cccc(CNCc2ccccc2Br)c1OC | 0 | 5 | 2 | 1 | i | -0.8 | -8 | 4 | 17 | -1.9
C=CCC(NC(C)c1ccccc1)c1ccco1 (stereo not drawn) | -5 | 0 | -2 | -2 | i | -1.1 | 2 | 3 | -34 | -0.6

The listing continues.
smiles | STEP block | NRP1-CendR mod | NadD block | DNMT1 block | Neddyl block | TbMetRS inhib | Scp1 inh | SUMO1 PPI mod | SKN-1 block | LMPTP block
COc1cc(/C=N/Nc2nncn2/N=C/c2ccc(O)c(OC)c2)ccc1O | 0 | 10 | -3 | 0 | i | -1.1 | -6 | 0 | 4 | -0.5
COc1ccccc1CN1CC(C(=O)N2CCC(C(=O)c3ccccc3)CC2)CCC1=O (stereo not drawn) | 0 | 6 | -3 | 0 | i | -0.1 | -13 | -4 | 17 | 1.4
O=C(c1nc2ccccn2c1CNCC1OCCc2ccccc21)N1CCOCC1 (stereo not drawn) | 4 | 11 | -2 | 0 | i | -0.7 | 3 | -2 | 1 | -1.3
COc1ccc(F)c(CN2CCCC(CNS(=O)(=O)c3cccc4cccnc34)C2)c1 (stereo not drawn) | 0 | -1 | 0 | -2 | i | 0.5 | -5 | 4 | -3 | 0.0
CC(=O)c1ccccc1OCCOc1ccccc1C(C)=O | -2 | 0 | -8 | 1 | i | -0.8 | -5 | -4 | 0 | 0.7
COC(=O)C=CSC(=S)C1CCCC1=N (stereo not drawn) | 6 | -5 | 0 | -1 | i | -0.1 | nt | -1 | 14 | -0.1
CC(Sc1nnc(Cn2c(=O)sc3ccccc32)n1C)c1ccccc1 (stereo not drawn) | -2 | 5 | -1 | -2 | i | -0.7 | 0 | 12 | 10 | -0.8
CC(=O)N1CC(C)Sc2ccc(S(=O)(=O)N3CCCCC3)cc21 (stereo not drawn) | -2 | 4 | -1 | -2 | i | -1.0 | 7 | 0 | -7 | -0.5
O=C(Nc1ccccc1C(=O)NCc1ccccc1)c1ccccc1Br | 3 | 7 | -10 | -1 | i | 0.0 | -5 | 1 | 12 | -0.1
COC(=O)c1ccc(CN2C(=O)C(Cc3ccccc3)ON=C2c2ncccc2C)o1 (stereo not drawn) | 6 | 7 | 0 | 4 | i | -0.1 | nt | 4 | 13 | -0.2
CCc1ccccc1NC(=S)NC1CC2CCC(C1)N2Cc1ccc(F)cc1 (stereo not drawn) | 3 | -2 | -10 | -4 | i | -0.1 | -14 | 4 | 7 | -1.0
O=C(C1CCC(=O)N(C2CC2)C1)N1CCN(c2ccccc2Cl)CC1 (stereo not drawn) | -1 | 6 | -1 | -2 | i | 0.0 | -5 | 8 | 3 | -0.6

Following part.
smiles | STEP block | NRP1-CendR mod | NadD block | DNMT1 block | Neddyl block | TbMetRS inhib | Scp1 inh | SUMO1 PPI mod | SKN-1 block | LMPTP block
Cc1cc(NC(=O)CSc2nc3c(c(=O)n(C)c(=O)n3C)n2C(C)C)no1 | 0 | -21 | 0 | -3 | i | -1.9 | -1 | 0 | -4 | -2.5
CS(=O)(=O)c1ccc2nc(NC(=O)c3cc4ccccc4o3)sc2c1 | -1 | 8 | -6 | 2 | i | -1.0 | -7 | -3 | -10 | -1.6
C[C@H]1CN([C@@H](C)CO)C(=O)c2cc(-c3ccccc3F)cnc2O[C@@H]1CN(C)C(=O)NC1CCCCC1 | 0 | -15 | -3 | 2 | i | 0.3 | nt | 0 | -15 | -2.8
COc1cccc(CNC(=O)C2CCN(S(=O)(=O)c3cccc4cccnc34)CC2)c1 | 0 | -3 | 8 | 6 | i | -0.4 | -9 | -3 | 11 | 0.1
Cc1cc2oc(=O)cc(CN3CCN(S(=O)(=O)/C=C/c4ccccc4)CC3)c2cc1C | -1 | -17 | 14 | -4 | i | -0.5 | 0 | -9 | 12 | -1.4
COc1ccc(-c2nc3ccc(Cl)cn3c2NC2CCCCC2)cc1SC1CCCCC1 | 4 | -22 | 29 | 2 | nt | -0.2 | 12 | 21 | 22 | 8.3
CC(N)C12CC3CC(C1)CC(C(C)N)(C3)C2 (stereo not drawn) | -3 | -9 | -2 | 0 | i | -0.5 | -3 | 1 | -10 | -4.6
COc1ccc(NC(=O)CSc2nc(N)c(-c3ccccc3)c(=O)[nH]2)cc1 | 10 | 13 | 2 | -1 | i | -0.2 | -5 | 7 | 7 | -0.7
C=CCSc1nc2c(c(=O)[nH]1)C(c1ccccc1)C(C#N)=C(N)O2 (stereo not drawn) | -4 | -1 | -4 | -2 | i | -0.5 | -5 | 0 | -7 | -0.6
CCOC(=O)CC1C(=O)NCCN1C(=O)COc1ccc(C(C)(C)C)cc1 (stereo not drawn) | -4 | -24 | -2 | 2 | i | -0.3 | -5 | 5 | 20 | -1.1
CC1=NN(c2ccccc2)C(=O)/C1=C\C=C1\N(C)c2ccccc2C1(C)C | 6 | -137 | -2 | -1 | i | -0.9 | 0 | -87 | 38* | 14
Cc1c(Cl)cccc1-n1c(SCC(=O)N2CCC(C(=O)O)CC2)nc2ccccc2c1=O | -2 | 10 | -4 | 1 | i | 0.0 | -8 | -1 | 17 | -0.5

Some entries already given, limited to NRP1-CendR mod.
Compound,NRP1-CendR mod
Cc1cc(NC(=O)CSc2nc3c(c(=O)n(C)c(=O)n3C)n2C(C)C)no1,-21
CS(=O)(=O)c1ccc2nc(NC(=O)c3cc4ccccc4o3)sc2c1,8
C[C@H]1CN([C@@H](C)CO)C(=O)c2cc(-c3ccccc3F)cnc2O[C@@H]1CN(C)C(=O)NC1CCCCC1,-15
COc1cccc(CNC(=O)C2CCN(S(=O)(=O)c3cccc4cccnc34)CC2)c1,-3
Cc1cc2oc(=O)cc(CN3CCN(S(=O)(=O)/C=C/c4ccccc4)CC3)c2cc1C,-17

Returning to the listing, starting two compounds before the break.
smiles | STEP block | NRP1-CendR mod | NadD block | DNMT1 block | Neddyl block | TbMetRS inhib | Scp1 inh | SUMO1 PPI mod | SKN-1 block | LMPTP block
CC1=NN(c2ccccc2)C(=O)/C1=C\C=C1\N(C)c2ccccc2C1(C)C | 6 | -137 | -2 | -1 | i | -0.9 | 0 | -87 | 38* | 14
Cc1c(Cl)cccc1-n1c(SCC(=O)N2CCC(C(=O)O)CC2)nc2ccccc2c1=O | -2 | 10 | -4 | 1 | i | 0.0 | -8 | -1 | 17 | -0.5
CC1CCCCN1C(=O)COc1ccccc1F (stereo not drawn) | 0 | 3 | 0 | -3 | i | -0.2 | -4 | -1 | 5 | 0.1
CCOC(=O)N1CCC(NC(=O)c2ccc3c(c2)N=C(C)c2ccccc2S3)CC1 | -1 | -2 | -2 | -16 | i | -0.5 | -11 | 2 | 9 | 0.6
CC(C)Oc1ccc(C(=O)Nc2nnc(SCC(=O)N3CCOCC3)s2)cc1 | -2 | 0 | 2 | 0 | i | 0.3 | -3 | -3 | 7 | 0.2
C/C(CC(=O)Nc1ccc(N(C)C)cc1)=N\NC(=O)c1ccc(F)cc1 | 2 | 0 | 6 | 0 | i | -1.5 | -2 | -6 | 3 | 1.0
COc1ccc(CNC(=O)[C@@H]2CCCN2C(=O)[C@@H]2Cc3ccccc3CN2C(=O)OC(C)(C)C)cc1 | 0 | 9 | -1 | -1 | i | -0.3 | -10 | -2 | 14 | -0.3
Cc1ccccc1N(C)C(=O)C1CCCN(c2ncnc3c2nc2n3CCCCC2)C1 (stereo not drawn) | 0 | 15 | 8 | -1 | i | 0.8 | -3 | 6 | 11 | -0.1
Cc1ccc(CNC(=O)CCC(=O)N2CC(C)Sc3ccccc32)cc1 (stereo not drawn) | 0 | -3 | -4 | -1 | i | -0.3 | -8 | 22 | 6 | 0.6
CC1(C)Cc2c(cnn2-c2ccc(F)cc2)C(NC(=O)CCN2CCCCO2)C1 (stereo not drawn) | -1 | 11 | 3 | 1 | i | -0.5 | -4 | 2 | 2 | -0.4
CCN(CC)S(=O)(=O)c1cccc(N=Nc2sc(N)nc2C)c1 | 2 | 1 | 1 | -12 | i | -0.7 | -4 | -13 | 26 | 3.3
COc1cccc(NC(=O)c2ccc3c(c2)C(=O)N(CC2CCCO2)C3=O)c1 (stereo not drawn) | 2 | -2 | -4 | 0 | i | 0.7 | 0 | -33 | -4 | 0.7
CC(NC(=O)Nc1cccc([N+](=O)[O-])c1)c1ccc2c(c1)OCO2 (stereo not drawn) | -1 | -10 | -6 | -2 | i | -0.5 | 4 | -18 | 2 | 0.3
O=S(=O)(NCC1CC1)c1cccc(S(=O)(=O)N2CCCC2)c1 | -1 | 0 | -2 | 5 | i | -2.1 | -11 | -1 | -14 | -0.4
COc1ccc(NC2CCCN(C(=O)C3=NN(C)C(=O)CC3)C2)cc1OC (stereo not drawn) | 2 | 13 | 1 | -1 | i | 0.3 | -5 | 0 | 11 | -0.9
CCc1nc2nc(C)c(NS(=O)(=O)c3ccc(F)cc3)c(=O)n2[nH]1 | -2 | -9 | -5 | 3 | i | -0.7 | -1 | 2 | -6 | -0.4
O=[N+]([O-])c1ccccc1S(=O)(=O)N(CC(O)CN1CCCCC1)c1ccccc1 (stereo not drawn) | 0 | 16 | -3 | -4 | i | -0.9 | -6 | 5 | 11 | -1.3
